Bioassay records (PubChem)
M5 ag: CHRM5 agonism in calcium assay; actives 0.19% (n = 360,000); activation, % at 3 µM; P08912; CHO-K1 hM5 cells, Fluo-8 calcium fluorescence; 0% DMSO wells, 100% maximal acetylcholine response;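 active = activation above the run's mean over test compounds plus 3 SD, cut at about 23% in these data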;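 note: signal is peak over basal fluorescence ratio across the kinetic read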
Target sequence (P08912 whole entry, looked up): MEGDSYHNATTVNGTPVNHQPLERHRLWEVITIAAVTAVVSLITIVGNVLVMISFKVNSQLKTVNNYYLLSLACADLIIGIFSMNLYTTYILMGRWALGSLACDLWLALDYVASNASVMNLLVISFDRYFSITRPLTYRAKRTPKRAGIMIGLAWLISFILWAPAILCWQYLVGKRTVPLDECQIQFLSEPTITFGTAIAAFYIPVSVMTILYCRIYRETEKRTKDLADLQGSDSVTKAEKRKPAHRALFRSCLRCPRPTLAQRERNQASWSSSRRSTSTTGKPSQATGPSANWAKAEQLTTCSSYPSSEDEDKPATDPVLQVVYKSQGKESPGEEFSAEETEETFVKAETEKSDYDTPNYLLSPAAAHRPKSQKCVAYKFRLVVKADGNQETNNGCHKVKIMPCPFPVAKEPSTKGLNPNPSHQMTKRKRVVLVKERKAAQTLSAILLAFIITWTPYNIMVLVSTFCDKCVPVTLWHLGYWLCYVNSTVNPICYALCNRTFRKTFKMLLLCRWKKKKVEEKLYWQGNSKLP
M1 ag: agonists of human M1 muscarinic receptor; activation, % at 3 µM; CHO-K1 hM1, Fluo-8 calcium fluorescence, agonist mode; 0% DMSO, 100% acetylcholine EC100; P11229; actives 0.33% (n = 360,000);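 active = activation above the run's mean compound activation plus 3 SD, cut at about 16% in these data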;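 note: peak over basal fluorescence ratio within a 140 s kinetic read after compound addition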
M5 PAM: potentiates acetylcholine response at human M5 receptor | CHO-K1 hM5, Fluo-8 calcium, ACh EC20 PAM; 0% = ACh EC20, 100% = ACh EC100 | P08912 | activation, % at 3 µM | AID 624038 | actives 0.3% (n = 360,000);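 active = activation above the run cutoff, the mean activation of all test compounds plus 3 SD, cut at about 18% in these data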
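Assay system: CHO-K1 hM5 cells / Incubation: Fluo-8 loading 80 min at 37 °C plus 30 min room temperature / Technique: Fluo-8 calcium dye fluorescence, kinetic read / Repeats: single replicate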
CHRM1 PAM: human CHRM1 positive allosteric modulation; activation, % at 3 µM; actives 0.088% (n = 360,000); AID 588819; CHO-K1 hM1, Fluo-8 calcium fluorescence, ACh EC20; 0% = ACh EC20, 100% = maximal ACh; P11229; in the data active = activation above about 19%, passing the limit was not always enough
CHRM1 antagonist: blocks human M1 muscarinic receptor | inhibition, % at 3 µM | AID 588852 | CHO-K1 hM1, Fluo-8 calcium fluorescence, ACh EC80 antagonist | actives 1.3% (n = 360,000);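 active = percent inhibition above its own plate's cutoff, namely the mean of that plate's compound wells plus 3 SD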;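 note: peak over basal fluorescence ratio during 140 s after agonist addition; 0% = ACh EC80 plus DMSO and 100% = DMSO alone without agonist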
CHRM4 antagonist: blocks acetylcholine activation of human M4 receptor; AID 624125; CHO-hM4 cells, ACh EC80, Fluo-8 calcium fluorescence; actives 0.73% (n = 360,000); inhibition, % at 3 µM;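 active = inhibition above its plate's cutoff, the mean inhibition of sample wells plus 3 SD, cut at about 27% in these data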;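 note: 0% = acetylcholine EC80 with DMSO and 100% = DMSO without agonist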
CHRM5 antagonist: CHRM5 antagonism in calcium assay. P08912. CHO-hM5 cells, Fluo-8 calcium fluorescence, ACh EC80. inhibition, % at 3 µM. actives 0.59% (n = 360,000);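 active = inhibition above a per-plate cutoff, the mean of that plate's test compounds plus 3 SD, cut at about 27% in these data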;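 note: 0% = acetylcholine EC80 with DMSO and 100% = DMSO without agonist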
M4 ag: CHRM4 agonism in calcium assay | P08173 | CHO-K1 hM4/Gqi5, Fluo-8 calcium fluorescence; vehicle 0%, full acetylcholine response 100% | activation, % at 3 µM | actives 0.14% (n = 360,000);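 active = activation above the run mean over all test wells plus 3 SD, cut at about 32% in these data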;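 note: peak over basal fluorescence ratio per well then scaled between controls; 0% = DMSO wells and 100% = acetylcholine at EC100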
TAAR1 ag: agonists of human TAAR1 | CHO RD-HGA16 TAAR1, Fluo-8 calcium fluorescence; vehicle wells 0%, saturating PEA agonist 100% | activation, % at 3 µM | actives 0.99% (n = 360,000);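 active = activation above the mean activation of all test compounds in the run plus 3 SD, cut at about 38% in these data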
Target sequence (Q96RJ0 whole entry, looked up): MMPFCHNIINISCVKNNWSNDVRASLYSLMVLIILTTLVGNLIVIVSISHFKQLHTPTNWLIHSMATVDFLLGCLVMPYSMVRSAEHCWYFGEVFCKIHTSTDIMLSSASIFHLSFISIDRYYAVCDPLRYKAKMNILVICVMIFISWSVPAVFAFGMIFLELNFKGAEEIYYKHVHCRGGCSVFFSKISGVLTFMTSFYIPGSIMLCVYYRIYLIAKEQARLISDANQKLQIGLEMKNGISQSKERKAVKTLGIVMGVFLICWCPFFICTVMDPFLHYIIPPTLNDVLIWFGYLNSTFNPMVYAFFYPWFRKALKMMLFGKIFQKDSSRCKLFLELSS
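test system = CHO RD-HGA16 cells carrying human TAAR1 plus Gα16 | schedule = 17-24 h seeding, 75 min 37 °C dye, 30 min RT | compound dosing = 3 µM single concentration | control set = DMSO and PEA EC100 | replicates = n 1 | signal = Fluo-8 fluorescence, 5 s baseline then 140 s kinetic read | measure = percent activation vs PEA EC100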
Starred values were filed as active, the others as inactive; nt = not tested or not shown.

SMILES	M5 ag	M1 ag	M5 PAM	CHRM1 PAM	CHRM1 antagonist	CHRM4 antagonist	CHRM5 antagonist	M4 ag	TAAR1 ag
CC(C)NC(=O)C(=O)N/N=C/c1ccco1	-2	1	-6	1	-10	-11	-8	2	2
O=C1CN(CC(=O)Nc2cccc(Cl)c2Cl)c2ccccc2N1	0	-2	7	15	-22	-6	1	2	11
Cc1noc(C)c1C(=O)NCCCc1ccccc1	2	-1	-6	3	-6	-1	-2	0	6
O=C1Nc2ccc3sc4ccccc4c3c2C1=O	3	-3	-2	4	0	12	5	-1	-2
CCN1CCN(c2ccc(S(=O)(=O)N3CCCCC3)cc2NC(=O)c2cccc(F)c2)CC1	-4	-5	5	0	-1	-4	5	1	8
Cc1ccc2c(CC(=O)O)coc2c1	2	0	0	8	4	-1	2	1	4
N=C1/C(=C/c2ccc(OCc3ccccc3F)cc2)C(=O)N=C2SC(CC(=O)N3CCOCC3)=NN12	-5	-1	-4	7	4	9	15	0	-1
CCOC(=O)C1=NN(C(C)=O)C2(CC(=O)N(c3cc(C)cc(C)c3)C2=O)C1 (stereo unspecified)	0	-1	-2	2	1	13	0	1	14
COCCCn1c(C)csc1=Nc1cccnc1	-2	-9	-5	0	-6	2	5	0	3
NC(=O)c1cc([N+](=O)[O-])ccc1NCc1cccc([N+](=O)[O-])c1	2	2	8	13	-3	0	-4	1	7

3 compounds from above, arranged by the value under M5 PAM, smallest number first.
Structure,M5 ag,M1 ag,M5 PAM,CHRM1 PAM,CHRM1 antagonist,CHRM4 antagonist,CHRM5 antagonist,M4 ag
CCOC(=O)C1=NN(C(C)=O)C2(CC(=O)N(c3cc(C)cc(C)c3)C2=O)C1 (stereo unspecified),0,-1,-2,2,1,13,0,1
Cc1ccc2c(CC(=O)O)coc2c1,2,0,0,8,4,-1,2,1
CCN1CCN(c2ccc(S(=O)(=O)N3CCCCC3)cc2NC(=O)c2cccc(F)c2)CC1,-4,-5,5,0,-1,-4,5,1

Other records.
SMILES	M5 ag	M1 ag	M5 PAM	CHRM1 PAM	CHRM1 antagonist	CHRM4 antagonist	CHRM5 antagonist	M4 ag	TAAR1 ag
O=c1[nH]nc(-c2ccc[nH]2)[nH]1	0	1	1	5	-8	0	-8	1	0
Cc1ccc(OCCC(=O)OCC(=O)C(C)(C)C)cc1	-4	-4	1	3	-7	-3	-4	0	5
Cc1cc([N+](=O)[O-])ccc1NCc1cccc2ccccc12	-2	-7	-8	-10	9	4	9	-2	6
Cc1ccc(-c2n[nH]c(=S)n2/N=C/c2ccc(C)s2)cc1	-5	-5	-4	0	-31	5	0	-1	8
COc1ccc(C2CC(=O)c3cnc(NC(=O)c4cc(OC)cc(OC)c4)nc3C2)cc1 (stereo unspecified)	0	-5	-8	-6	11	-8	9	5	3
COc1ccccc1C(=O)NCCC(=O)NCC(c1ccccc1OC)N1CCCC1 (stereo unspecified)	-8	-7	1	-4	7	-2	4	2	1
Cc1cccc2nc(CSc3nc4[nH]ncc4c(=O)n3-c3ccccc3Cl)cc(=O)n12	6	-6	-4	0	-4	3	3	6	18
COc1ccc(CCNC(=O)c2ccccc2SC)cc1	-4	-3	-1	0	10	4	6	2	4
COc1cc(/C=N/NC(=O)CCNC(=O)c2ccccc2Cl)ccc1O	-5	-11	-2	13	-8	-4	0	2	11
CC12CCC(=O)N1C(C(=O)NCc1ccccc1Cl)CS2 (stereo unspecified)	-2	-4	-1	4	-9	-5	0	0	1
COc1cc(/C=C/C(=O)OCC(=O)c2ccc(S(=O)(=O)N3CCCCC3)cc2)cc(OC)c1OC	0	-2	5	3	-3	-18	-7	3	0
CCc1nnc(SCc2ccc([N+](=O)[O-])cc2)nc1CC	-11	-13	3	-4	-4	3	-2	0	1
O=C(Nc1ccc2[nH]ncc2c1)c1ccc(F)cc1	3	-4	2	4	-8	-5	1	0	-2
O=C1c2ccccc2S(=O)(=O)c2cc(C(=O)N3CCN(c4c(Cl)cncc4Cl)CC3)ccc21	4	-3	-3	12	-7	5	12	2	8
Cc1ccc(C(=O)c2ccc(N3CCOCC3)c(F)c2)cc1	-1	-1	-20	-1	6	-1	14	4	1
COc1ccc(/C=C(\NC(=O)c2ccc(C)cc2)C(=O)NCCN2CCOCC2)cc1	2	-2	3	6	-9	-4	-7	1	-2
CCn1c(NC(=O)c2ccccc2)c(-c2cccs2)c(=O)c2ccccc21	5	2	4	11	-8	-5	6	1	15
Cc1cc(NC(=O)Cn2cnc3c2c(=O)n(C)c(=O)n3C)n(-c2ccccc2)n1	2	0	4	12	-21	-5	-6	0	16
CN(C)c1ccc(Nc2nc(N)c([N+](=O)[O-])c(N3CCOCC3)n2)cc1	3	-6	-9	-13	20	5	4	11	14
FC(F)(F)c1nc(-c2ccccc2)ncc1-c1nnnn1-c1ccccc1	-4	-3	-23	-9	22	3	27	7	13
CC(C)Cn1c(=O)c(C(=O)N/N=C/c2cccc(F)c2)c(O)c2ccccc21	1	0	12	16	-13	-2	-11	1	3
Cc1cc(C)c2c(C)c(C(=O)Nc3c(C)n(C)n(-c4ccccc4)c3=O)oc2c1	-6	-11	3	-2	-7	-7	-5	-2	-2
COc1ccc(Cl)cc1NC(=O)c1[nH]c(C)c(C(C)=O)c1C	-2	-3	6	3	-4	-8	1	1	3
CCC1(C)Cc2nc(Cl)c(C#N)cc2CO1 (stereo unspecified)	-4	-1	3	13	-15	-1	5	1	2
O=C(CSc1ccc2c(c1)OCCO2)Nc1ccc(Br)cc1	-4	-1	-7	-2	-2	-1	11	6	11
O=C(CN1C(=O)c2ccccc2S1(=O)=O)N1CCN(Cc2ccc3c(c2)OCO3)CC1	0	4	-7	-4	-22	-6	0	5	6
CC(C)OCCCn1c(=S)[nH]c2ncccc2c1=O	-3	0	5	13	-10	5	0	1	10
Cc1cccc(C2=NC(C(F)(F)F)(C(F)(F)F)c3c(n(-c4ccc(F)cc4)c(=O)[nH]c3=O)N2)c1	2	0	-1	9	-12	8	0	1	2
C/C=C/C(=O)Nc1nnc(-c2ccccc2C)s1	-5	-8	-2	6	-10	-6	6	2	5
Cn1nnnc1SCC(=O)c1ccc(Br)s1	-4	-5	-5	-3	20	17	-1	0	3

For reference, part of the list above.
SMILES	M5 ag	M1 ag	M5 PAM	CHRM1 PAM	CHRM1 antagonist	CHRM4 antagonist	CHRM5 antagonist	M4 ag	TAAR1 ag
CC(C)Cn1c(=O)c(C(=O)N/N=C/c2cccc(F)c2)c(O)c2ccccc21	1	0	12	16	-13	-2	-11	1	3
Cc1cc(C)c2c(C)c(C(=O)Nc3c(C)n(C)n(-c4ccccc4)c3=O)oc2c1	-6	-11	3	-2	-7	-7	-5	-2	-2
COc1ccc(Cl)cc1NC(=O)c1[nH]c(C)c(C(C)=O)c1C	-2	-3	6	3	-4	-8	1	1	3
CCC1(C)Cc2nc(Cl)c(C#N)cc2CO1 (stereo unspecified)	-4	-1	3	13	-15	-1	5	1	2
O=C(CSc1ccc2c(c1)OCCO2)Nc1ccc(Br)cc1	-4	-1	-7	-2	-2	-1	11	6	11
O=C(CN1C(=O)c2ccccc2S1(=O)=O)N1CCN(Cc2ccc3c(c2)OCO3)CC1	0	4	-7	-4	-22	-6	0	5	6
CC(C)OCCCn1c(=S)[nH]c2ncccc2c1=O	-3	0	5	13	-10	5	0	1	10

(next part)
SMILES	M5 ag	M1 ag	M5 PAM	CHRM1 PAM	CHRM1 antagonist	CHRM4 antagonist	CHRM5 antagonist	M4 ag	TAAR1 ag
O=C(NC(=S)Nc1cccc([N+](=O)[O-])c1)C1CCCCC1	-6	-4	-2	-2	-6	9	0	0	1
CCOC(=O)Cc1csc(NC(=O)CSc2nnnn2-c2ccc(C)cc2C)n1	7	4	-4	-1	-18	-2	-2	7	10
CCS(=O)(=O)Nc1ccc(C(=O)NCCSc2ccccc2)cc1	1	-3	2	10	-13	-1	0	2	7
COC(=O)CCC(=O)N1CCCC(N2CCN(c3cccc(C(F)(F)F)c3)CC2)C1 (stereo unspecified)	-2	-8	3	9	-16	-6	-2	1	-2
COc1cc(CC(=O)Nc2ccc(N3CCOCC3)cc2)cc(OC)c1OC	4	-7	9	15	-10	10	-1	1	3
CCN(Cc1ccccc1)C(=O)CC1Oc2ccccc2NC1=O (stereo unspecified)	2	2	-8	12	-5	-11	8	4	0
CC(=O)c1c(C(C)=O)c(C)n(NC(=O)c2cccnc2)c1C	3	2	2	17	-27	-3	-6	2	3
FC(F)(F)c1ccccc1NC(=S)N/N=C1\CC2CC=CC12 (stereo unspecified)	-1	-6	-4	-3	6	3	4	0	-1
CC(C)N(Cc1ccccc1)C(=O)c1cnc2n(c1=O)CCS2	2	-3	-2	1	-1	-1	0	1	0
CC(=O)Nc1cc(-c2ccc(CO)cc2)cn2c(-c3ccc(F)c(Cl)c3)cnc12	-2	0	-6	-2	-3	4	8	10	5
CCOC(=O)C1(Cc2ccc(OC)cc2)CCN(C(=O)C2CC(=O)N(C3CC3)C2)CC1 (stereo unspecified)	-3	-2	0	11	-34	8	4	1	0
ON=C(CCc1ccccc1)CCc1ccccc1	-2	-6	6	-4	-7	3	3	-2	-2
C=CCNC(=O)CC(=O)N/N=C/c1cccc(Br)c1	3	4	0	15	-10	5	0	2	7
O=C(/C=C/c1cccc([N+](=O)[O-])c1)NC(=S)Nc1ccc(CN2CCOCC2)cc1	-1	-7	-2	-1	8	-6	0	3	3
O=C(Nc1nnc(-c2ccccc2Cl)s1)c1ccccc1F	-2	-3	-4	2	-6	4	6	1	3
COc1ccccc1C1(O)CC2CCC(C1)N2S(=O)(=O)c1ccc(C(C)=O)cc1 (stereo unspecified)	-3	-7	-10	-2	3	0	10	3	2
O=C(O)/C=C\c1cc2c(cc1[N+](=O)[O-])OCO2	6	2	6	13	2	1	-2	2	0
Cc1ccccc1Oc1ccc(-c2nc(N)nc(N)n2)cc1	-2	0	-8	-2	5	4	10	4	17
Cc1ccc(NC(=S)NC(=O)C2CC2)c(C)c1	-2	-4	-5	16	-22	-3	9	0	-2
Cc1nn(C)cc1/C=N/NC(=O)Cn1nnc(N)n1	2	-3	0	6	-4	3	5	1	0
Cc1ccc(C2OC(=O)c3ccccc32)cc1 (stereo unspecified)	-3	-7	-1	1	-10	4	-1	0	-2
Cc1c(Br)c(=O)[nH]c(=O)n1COCc1ccccc1	-4	-2	2	10	-12	-2	-5	1	-1
O=[N+]([O-])c1cc2c(cc1Br)CCN2	-3	-7	4	-8	4	-9	4	-1	7
CCOC(=O)COc1ccc(S(=O)(=O)Nc2ccc3c(c2)OCO3)cc1	9	9	0	1	-11	-2	0	9	22
Cc1ccc(-c2nn(C(C)(C)C)c3ncnc(NS(=O)(=O)c4ccc([N+](=O)[O-])cc4)c23)cc1	-4	-10	-4	5	-8	-6	2	0	2
COc1ccc(CCNCC(O)Cn2ccc3ccccc32)cc1OC (stereo unspecified)	-6	-2	-7	8	-7	-4	21	nt	5
CCOCCCn1c(=S)[nH]c2cc(C(=O)N3CCOCC3)ccc2c1=O	1	-2	6	11	-1	6	-1	1	7
CCOC(=O)c1cnc2c(C#N)c(C)nn2c1C	-1	-2	-6	4	-2	3	0	0	15
Cc1ccc(NC(=O)CN2C(=O)CCSc3ccc(S(=O)(=O)N4CCCC4)cc32)cc1C	-1	-14	1	-5	0	10	-1	13	1
COc1ccc(-c2nc(-c3ccc(Br)o3)no2)cc1	0	-3	0	13	1	-5	1	-1	4
COc1ccc(N(CC(=O)NCc2cccs2)S(=O)(=O)c2cccc(C)c2)cc1	0	-1	-5	-7	7	-7	-6	4	3

An excerpt; the hit share may differ from the screen's.
